Compound activity (PubChem)
NadD inh: inhibitors of Staphylococcus aureus NadD; purified NadD enzyme, colorimetric absorbance read-out; inhibition, % at 20 µM; 0.78% of 360,000 active; AID 602399; in the data active = inhibition above about 26%; note: some compounds past the cut are filed as inactive
SUMO1-SIM PPI: SUMO1-SIM interaction modulation. P63165. SUMO1 binding to a labelled peptide, TR-FRET, 1 h. inhibition, % at 20 µM. 0.33% of 360,000 active. AID 602429; in the data active = inhibition above about 37%
Target sequence (P63165 whole entry, looked up): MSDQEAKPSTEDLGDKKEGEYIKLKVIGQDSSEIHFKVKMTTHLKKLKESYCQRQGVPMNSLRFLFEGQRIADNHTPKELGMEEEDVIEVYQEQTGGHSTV
LMPTP inh: blocks human LMPTP phosphatase; P24666; recombinant LMPTP-A, OMFP fluorogenic substrate, fluorescence intensity; inhibition, % at 20 µM; 0.22% of 360,000 active;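 active = compounds that cut the enzyme signal by at least half of the control window in the single-dose screen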;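 note: plate controls were DMSO wells with enzyme plus substrate for no effect and substrate without enzyme for full effect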
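Test system – LMPTP-A enzyme · Amount – LMPTP-A at 0.625 nM final in the reaction · Buffer or medium – Bis-Tris pH 6.0, DTT, detergent · Reagent – OMFP 400 µM · Doses – single 20 µM dose · Schedule – reaction 50 min, room temperature, dark · Detection – fluorescence intensity of OMFP turnover product · Evaluation – percent inhibition versus substrate-only and uninhibited controls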
Neddyl block: blocks human cullin neddylation. P61081+Q13564. 0.58% of 360,000 active. TR-FRET cullin neddylation, biochemical. calls only at 25 µM. AID 651699; in the data active = inhibition above about 36%
Target sequence (P61081 whole entry, looked up): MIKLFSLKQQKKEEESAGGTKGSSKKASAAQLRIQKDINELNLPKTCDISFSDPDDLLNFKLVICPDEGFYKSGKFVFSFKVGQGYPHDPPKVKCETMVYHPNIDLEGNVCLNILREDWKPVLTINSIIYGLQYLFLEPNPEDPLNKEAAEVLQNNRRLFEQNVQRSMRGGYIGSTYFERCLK
Target sequence (Q13564 whole entry, looked up): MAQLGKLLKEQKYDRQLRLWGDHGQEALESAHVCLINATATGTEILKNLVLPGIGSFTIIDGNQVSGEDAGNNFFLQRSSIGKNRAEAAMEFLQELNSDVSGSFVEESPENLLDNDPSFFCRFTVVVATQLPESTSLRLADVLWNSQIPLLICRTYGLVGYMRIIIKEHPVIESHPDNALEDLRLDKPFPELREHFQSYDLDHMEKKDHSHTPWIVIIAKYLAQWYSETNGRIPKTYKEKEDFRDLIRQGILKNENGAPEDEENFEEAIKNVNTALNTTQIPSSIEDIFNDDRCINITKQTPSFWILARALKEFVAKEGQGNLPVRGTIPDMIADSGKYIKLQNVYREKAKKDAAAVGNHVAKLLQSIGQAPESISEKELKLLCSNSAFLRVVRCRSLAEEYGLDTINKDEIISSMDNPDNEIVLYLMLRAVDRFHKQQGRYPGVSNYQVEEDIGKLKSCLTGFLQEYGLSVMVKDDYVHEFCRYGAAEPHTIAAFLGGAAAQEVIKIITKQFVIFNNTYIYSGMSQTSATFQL
DNMT1 block: inhibitors of human DNMT1. DNMT1 molecular beacon, Hinp1I cleavage, fluorescence. inhibition (reported as % activation of signal), % at 10 µM. 0.83% of 360,000 active; in the data active = inhibition above about 50%
SKN-1 inh: inhibitors of C. elegans SKN-1; C. elegans VP596 Pgst-4::GFP/RFP ratio, acrylamide-induced, 24 h; inhibition, % at 21.8 µM; 0.49% of 360,000 active;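 active = interference check ratio from 0.5 to 1.5 plus GFP to RFP signal ratio inhibition reaching or exceeding a fixed threshold, cut at about 30% in these data, passing the limit was not always enough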; note: some compounds called inactive have numbers as strong as hits
TbMetRS inhib: blocks T. brucei methionyl-tRNA synthetase activity. inhibition, % at 11.9 µM. 0.4% of 360,000 active. AID 624268. purified T. brucei MetRS, ATP depletion, Kinase-Glo luminescence;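 active = inhibition above a per-plate cutoff of the control wells' mean inhibition plus 3 SD, cut at about 5.5% in these data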;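 note: 0% = DMSO wells median and 100% = median of wells with control inhibitor compound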
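technique = Kinase-Glo luminescence, ATP depletion format | system = purified MetRS (methionyl-tRNA synthetase) enzyme from Trypanosoma brucei | timing = 15 min preincubation, 2 h reaction, all 25 °C | evaluation = percent inhibition versus plate control medians | dosing = single dose, 11.9 µM final nominal, 0.9% final DMSO | also added = substrates ATP, L-methionine and bulk Escherichia coli tRNA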
STEP inh: inhibitors of human striatal-enriched phosphatase STEP. P54829. recombinant STEP, OMFP fluorogenic substrate, fluorescence. inhibition, % at 20 µM. 0.25% of 360,000 active;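 active = inhibition at 20 µM, scaled per plate between control wells, above about 37%, limit read from the data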;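 note: 0% = DMSO with enzyme and substrate and 100% = substrate only without enzyme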
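material = STEP tyrosine phosphatase | reagent = fluorogenic phosphatase substrate OMFP at 25 µM final | doses = single compound dose of 20 µM, 1% DMSO final | schedule = 20 min reaction, room temperature, in the dark | measured by = fluorescence, 480/540 nm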
NRP1-CendR mod: NRP-1/CendR interaction modulation; O14786; FAM-RPARPAR peptide binding to NRP-1, fluorescence polarization; inhibition, % at 25 µM; 0.85% of 360,000 active; AID 602438;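 active = inhibition or corrected inhibition above about 18%, plus a signal ratio from 0.5 to 1.5, limit read from the data, passing the limit was not always enough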; note: strong numbers were not always called active
Scp-1 inhibitor: inhibitors of human Scp-1 phosphatase. 0.88% of 340,000 active. inhibition, % at 20 µM. Recombinant Scp1, phosphopeptide, malachite green phosphate absorbance;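 active = inhibition above about 50% at 20 µM, limit read from the data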;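 note: plate controls were DMSO wells with enzyme for no effect and wells lacking enzyme for full effect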
Target sequence (Q9GZU7 76-261 limits assumed): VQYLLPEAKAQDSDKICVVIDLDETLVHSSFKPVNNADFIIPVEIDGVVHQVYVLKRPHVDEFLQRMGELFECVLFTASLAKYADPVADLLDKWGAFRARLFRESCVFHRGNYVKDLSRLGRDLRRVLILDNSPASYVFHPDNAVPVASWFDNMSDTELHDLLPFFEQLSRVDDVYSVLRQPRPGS
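Times: enzyme reaction 45 min at room temperature, colour 5 min, stabilisation 30 min. Material: SCP-1 catalytic fragment, aa 76-261. Medium: Acidic Tris acetate buffer with magnesium and detergent. Signal: colorimetric free-phosphate detection, absorbance 630 nm. Read-out basis: % inhibition of SCP-1 phosphate liberation. Reagent: Phosphorylated 17-residue peptide substrate.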
* = called active by the depositor; i = inactive; nt = not tested or not shown.

| item | SMILES | NadD inh | SUMO1-SIM PPI | LMPTP inh | Neddyl block | DNMT1 block | SKN-1 inh | TbMetRS inhib | STEP inh | NRP1-CendR mod | Scp-1 inhibitor |
| --- | --- | --- | --- | --- | --- | --- | --- | --- | --- | --- | --- |
| 1 | CCN1C(=O)N(S(=O)(=O)c2ccc(C)cc2)[C@@H](c2ccccc2)C(C(=O)OC)=C1C | -5 | 2 | 2.3 | i | -4 | 16 | 0.2 | -2 | -2 | -11 |
| 2 | COC(=O)c1ccc(CSc2nc3ccccc3c(=O)n2N)cc1 | -7 | -4 | 0.9 | i | -3 | -4 | -0.6 | 13 | -2 | -12 |
| 3 | O=C(CCCN1C(=O)c2ccccc2C1=O)Nc1c(C(=O)C2CC2)oc2ccccc12 | -3 | -6 | 0.4 | i | 11 | -8 | -1.5 | -2 | 1 | -1 |
| 4 | COc1ccc(C(c2nnnn2Cc2cccs2)N2CCN(c3ccc(F)cc3)CC2)cc1OC (stereo unspecified) | -5 | -1 | 1.2 | i | 2 | 13 | 0.8 | 2 | 16 | -7 |
| 5 | CCN(C(=O)COC(=O)c1cc(=O)c2ccccc2o1)c1c(N)n(Cc2ccccc2)c(=O)[nH]c1=O | 0 | -11 | -0.8 | i | 0 | 3 | 0.0 | 0 | -6 | -6 |
| 6 | O=C(CCCn1c(=O)c2sccc2n(CC(=O)NCc2ccco2)c1=O)NCc1ccco1 | -5 | -2 | -0.7 | i | 21 | 6 | 0.2 | 0 | -13 | 46 |
| 7 | Cc1ccc(C(=O)CSC2=C(C#N)C(c3ccco3)C3=C(CC(C)(C)CC3=O)N2)cc1 (stereo unspecified) | 14 | -22 | 2.7 | i | -7 | 28* | -1.1 | 2 | -15 | -4 |
| 8 | COc1ccccc1NC(=O)NCC1CC1(Cl)Cl (stereo unspecified) | -11 | -4 | -1.3 | i | 0 | 5 | 0.0 | -2 | -4 | 1 |
| 9 | O=C(COCC(=O)N/N=C/c1ccc(F)cc1)N/N=C/c1ccc(F)cc1 | 4 | -6 | 0.0 | i | -4 | 6 | -0.4 | -3 | -10 | -5 |
| 10 | CN(C)CCNc1c2c(nc3ccccc13)CCC2 | 2 | 0 | 37 | i | 6 | 0 | -2.0 | -1 | 2 | -4 |
| 11 | O=C(NC1CCCCC1)C(c1ccncc1)N(C(=O)c1csnn1)c1cccc(F)c1 (stereo unspecified) | 4 | 2 | -0.8 | i | 0 | 18 | 0.1 | 0 | 1 | -2 |
| 12 | Cc1onc(-c2c(F)cccc2Cl)c1C(=O)N1CCSCC1 | -1 | -3 | 0.0 | i | -1 | 17 | -0.2 | -1 | 5 | -4 |
| 13 | Cc1ccccc1NC(=O)CN(C)S(=O)(=O)c1ccc(-c2ccc(=O)[nH]n2)s1 | 9 | -21 | 1.1 | i | -2 | 1 | 0.5 | 2 | 1 | -7 |
| 14 | CC1=NCC(C)c2ccccc21 (stereo unspecified) | -3 | -2 | 1.0 | i | 0 | 19 | -0.1 | -2 | -1 | nt |
| 15 | C=CCn1c(COc2ccc(F)cc2)nnc1SCC(=O)Nc1cccc(S(N)(=O)=O)c1 | -6 | -4 | -2.7 | i | -4 | 6 | -0.1 | 0 | 15 | -8 |
| 16 | Cc1cc(NC(=O)COc2cccnc2[N+](=O)[O-])no1 | 1 | -16 | -0.6 | i | 1 | 1 | 0.5 | 6 | 2 | -9 |
| 17 | O=C(Nc1nccs1)c1ccc2c(c1)OCO2 | -3 | 5 | -0.2 | i | -1 | 12 | -0.5 | 0 | 12 | -7 |
| 18 | S=C(NCc1ccccc1)NCc1cccc(Cl)c1 | -4 | -2 | 1.5 | i | 1 | 0 | 1.5 | 2 | 5 | -5 |
| 19 | Cn1c(N)c(C(=O)NCc2ccccc2Cl)sc1=S | -2 | -17 | -1.0 | i | 3 | 8 | -1.4 | 2 | -2 | -10 |
| 20 | O=C(Nc1cc(S(=O)(=O)N2CCOCC2)ccc1N1CCCCC1)c1ccccc1Br | 19 | 0 | 4.7 | i | -14 | 4 | -0.4 | 5 | 0 | 19 |

From compound 15 as far as 18, copied from above:
| item | SMILES | NadD inh | SUMO1-SIM PPI | LMPTP inh | Neddyl block | DNMT1 block | SKN-1 inh | TbMetRS inhib | STEP inh | NRP1-CendR mod | Scp-1 inhibitor |
| --- | --- | --- | --- | --- | --- | --- | --- | --- | --- | --- | --- |
| 15 | C=CCn1c(COc2ccc(F)cc2)nnc1SCC(=O)Nc1cccc(S(N)(=O)=O)c1 | -6 | -4 | -2.7 | i | -4 | 6 | -0.1 | 0 | 15 | -8 |
| 16 | Cc1cc(NC(=O)COc2cccnc2[N+](=O)[O-])no1 | 1 | -16 | -0.6 | i | 1 | 1 | 0.5 | 6 | 2 | -9 |
| 17 | O=C(Nc1nccs1)c1ccc2c(c1)OCO2 | -3 | 5 | -0.2 | i | -1 | 12 | -0.5 | 0 | 12 | -7 |
| 18 | S=C(NCc1ccccc1)NCc1cccc(Cl)c1 | -4 | -2 | 1.5 | i | 1 | 0 | 1.5 | 2 | 5 | -5 |

(more compounds)
| item | SMILES | NadD inh | SUMO1-SIM PPI | LMPTP inh | Neddyl block | DNMT1 block | SKN-1 inh | TbMetRS inhib | STEP inh | NRP1-CendR mod | Scp-1 inhibitor |
| --- | --- | --- | --- | --- | --- | --- | --- | --- | --- | --- | --- |
| 21 | CCOC(=O)C1(Cc2ccc(O)cc2)NC(c2ccco2)C2C(=O)N(c3ccccc3F)C(=O)C21 (stereo unspecified) | -1 | -1 | -0.2 | i | -2 | 6 | -1.2 | -2 | 3 | 1 |
| 22 | Cc1ccc(NS(=O)(=O)c2ccc(C)c(C(=O)Nc3ccc(S(=O)(=O)Nc4onc(C)c4C)cc3)c2)cc1 | 11 | 7 | -1.2 | i | 4 | 3 | -0.2 | -4 | -23 | -5 |
| 23 | OC1(c2cccc(C(F)(F)F)c2)CCN(c2ncnc3c2[nH]c2ccc(F)cc23)CC1 | 12 | 2 | 3.2 | i | -8 | 6 | 12* | -1 | -3 | 1 |
| 24 | Cc1ccc(N(CC(O)CON=C2c3ccccc3-c3ccccc32)S(C)(=O)=O)cc1 (stereo unspecified) | -10 | -3 | 2.7 | i | -8 | 11 | -0.5 | -4 | -6 | -13 |
| 25 | CCOC(=O)C1=C(C)N(CCCCCC(=O)O)C(=O)NC1c1ccccc1Cl (stereo unspecified) | 4 | 4 | -0.4 | i | 0 | 12 | -0.1 | 0 | -7 | -8 |
| 26 | c1csc(CNCc2ccncc2)c1 | -2 | 0 | -3.6 | i | -3 | -5 | -0.3 | -3 | 8 | 4 |
| 27 | Cc1cccc(NC(=O)COc2nsnc2N2CCOCC2)c1 | 6 | 4 | 1.5 | i | -4 | 2 | -0.3 | -4 | 2 | -5 |
| 28 | CCCCNC(=S)N/N=C/c1ccc(OCC(=O)Nc2c(C)cc(C)cc2C)c(OC)c1 | 4 | 0 | -2.3 | i | 15 | 4 | 0.6 | -4 | 0 | -13 |
| 29 | COc1cccc(CSc2nccn2C)c1 | -8 | 0 | -1.5 | i | -1 | 1 | -1.2 | -1 | 11 | 6 |
| 30 | O=C1C2C(C(=O)N1/N=C/c1ccc(N3CCCCC3)o1)C1C=CC2C12CC2 (stereo unspecified) | -1 | -9 | 0.9 | i | 1 | 14 | -1.3 | -1 | 3 | -7 |
| 31 | COC(=O)c1cc(NC(=O)CC(=O)c2cccc(N)c2)cc(C(=O)OC)c1 | 5 | -5 | -2.6 | i | -23 | 2 | -0.3 | 3 | 4 | nt |
| 32 | CCC(C)NS(=O)(=O)c1ccc(NC(C)=O)cc1 (stereo unspecified) | -7 | -4 | -1.0 | i | 3 | -1 | -1.3 | -2 | -7 | 1 |
| 33 | CCCCC(=O)C1CCN(Cc2ccccc2)CC1 | -2 | -1 | -1.0 | i | 2 | 15 | -1.1 | 0 | -22 | -2 |
| 34 | O=C(Nc1ccc2c(c1)CCC2)c1cccc(S(=O)(=O)N2CCN(c3ccccc3)CC2)c1 | 16 | 3 | 1.1 | i | 1 | 9 | -1.1 | -1 | 2 | 18 |
| 35 | O=C(O)c1ccccc1-c1cc2ccccc2[nH]1 | -3 | -5 | -0.9 | i | 6 | 15 | -1.9 | 0 | -8 | -13 |
| 36 | CCN(CC)c1ccc(S(=O)(=O)N2CCOCC2)cc1NC(=O)CSc1nncn1C | -2 | -1 | -2.1 | i | 3 | -3 | -0.4 | -1 | 13 | 0 |
| 37 | O=C(CSc1nc2[nH]c(=O)cc(O)c2s1)NCCc1ccccc1 | 6 | 5 | -1.0 | i | 0 | 9 | 0.1 | 2 | -23 | -4 |
| 38 | CC(C)NC(=O)CN(C(=O)CCC(=O)Nc1ccccn1)c1ccc(F)c(Cl)c1 | 1 | -1 | -0.9 | i | 13 | -10 | -0.6 | -1 | -6 | -3 |
| 39 | S=c1[nH]nc(Nc2ccccc2)s1 | 31* | 6 | 0.3 | i | -1 | 8 | -0.1 | -1 | 1 | 13 |
| 40 | CCOC(=O)C1CCN(C(=O)CCn2c(=O)[nH]c3ccsc3c2=O)CC1 | 3 | 2 | 3.6 | i | 2 | 5 | 0.3 | 0 | 8 | -1 |
| 41 | CC(=O)C1CCCN(C(=O)c2ccc3nc(Cc4cccc(Cl)c4)oc3c2)C1 (stereo unspecified) | -3 | 4 | 0.9 | i | 1 | 2 | -0.4 | -1 | 10 | -8 |
| 42 | Cc1ccc(C2=CC(=O)CC(C)(C)C2)cc1 | 0 | -16 | -0.3 | i | 3 | 15 | -0.3 | 1 | 2 | 2 |
| 43 | Cc1nc(C)c(C(=O)C2=C(O)C(=O)N(CCN3CCOCC3)C2c2ccco2)s1 (stereo unspecified) | 2 | -11 | -3.0 | i | -5 | -11 | -0.4 | -2 | 15 | -13 |
| 44 | O=c1[nH]c(N2CCc3ccccc32)nc2c1CCCC2 | 2 | 1 | 0.5 | i | 4 | 27 | -0.3 | 4 | -6 | -5 |
| 45 | CCCN(CCC)CCCNC(=O)c1cn(CC)c2ccc(S(=O)(=O)N(C)C3CCCCC3)cc2c1=O | -8 | 1 | -0.7 | i | 1 | 13 | 0.5 | 0 | 5 | -11 |
| 46 | O=C(Nc1nc(-c2ccccn2)cs1)c1ccc(Br)s1 | 15 | -1 | 2.0 | i | -8 | 30 | -0.5 | 14 | 9 | -7 |
| 47 | Cc1cc2c(cc1C)-n1nnnc1C(N1CCN(CC(=O)N3CCCC3)CC1)C(=O)N2 (stereo unspecified) | nt | 4 | -1.0 | i | nt | 4 | -0.4 | nt | 5 | nt |
| 48 | CN(C)C(CNC(=O)c1cc2ccccc2o1)c1ccco1 (stereo unspecified) | 4 | 0 | -2.0 | i | 5 | 0 | 0.3 | -2 | 5 | -7 |
